Screening results: PubChem, several laboratories
KKLEB cytotox = CF airway cell cytotoxicity counter-screen | KKLEB CF airway cells viability, ATPlite luminescence, overnight; hits give low values; cells stimulated with P. aeruginosa culture filtrate | activity change (cytotoxicity), % at 5 µM | hit rate 0.36% among 360,000 | AID 602141;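 active = corrected activity change at or below -50% at 5 µM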
LMP1 NFkB inh = Epstein-Barr LMP1 NF-kappaB reporter inhibition. AID 504558. hit rate 0.69% among 350,000. LMP1-induced NF-kappaB luciferase reporter cells, luminescence. inhibition, % at 12.5 µM; in the data active = inhibition above about 41%;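 note: 0% = neutral control wells and 100% = reference inhibitor control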
SRC1 inh = inhibits human SRC1 coactivator; Q15788; HEK293 GAL4-SRC1 luciferase reporter, luminescence; inhibition, % at 3.6 µM; hit rate 0.12% among 360,000;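 active = inhibition above the campaign mean plus 3 SD, with each screening campaign given its own cutoff, cut at about 60% in these data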;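 note: 0% = DMSO treated cells and 100% = gossypol at 36 µM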
NCOA3 inh = inhibitors of human steroid receptor coactivator 3 (SRC3); Q9Y6Q9; HEK293 GAL4-SRC3 luciferase reporter, luminescence; inhibition, % at 3.6 µM; hit rate 0.17% among 360,000;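 active = inhibition above a per-campaign cutoff, the mean of all compounds plus 3 SD, cut at about 60% in these data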;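 note: 0% = DMSO-treated cells and 100% = gossypol-treated cells at 36 µM; higher means less SRC3-driven luciferase light from the GAL4 reporter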
Target sequence (Q9Y6Q9 whole entry, looked up, the tested form may be a part): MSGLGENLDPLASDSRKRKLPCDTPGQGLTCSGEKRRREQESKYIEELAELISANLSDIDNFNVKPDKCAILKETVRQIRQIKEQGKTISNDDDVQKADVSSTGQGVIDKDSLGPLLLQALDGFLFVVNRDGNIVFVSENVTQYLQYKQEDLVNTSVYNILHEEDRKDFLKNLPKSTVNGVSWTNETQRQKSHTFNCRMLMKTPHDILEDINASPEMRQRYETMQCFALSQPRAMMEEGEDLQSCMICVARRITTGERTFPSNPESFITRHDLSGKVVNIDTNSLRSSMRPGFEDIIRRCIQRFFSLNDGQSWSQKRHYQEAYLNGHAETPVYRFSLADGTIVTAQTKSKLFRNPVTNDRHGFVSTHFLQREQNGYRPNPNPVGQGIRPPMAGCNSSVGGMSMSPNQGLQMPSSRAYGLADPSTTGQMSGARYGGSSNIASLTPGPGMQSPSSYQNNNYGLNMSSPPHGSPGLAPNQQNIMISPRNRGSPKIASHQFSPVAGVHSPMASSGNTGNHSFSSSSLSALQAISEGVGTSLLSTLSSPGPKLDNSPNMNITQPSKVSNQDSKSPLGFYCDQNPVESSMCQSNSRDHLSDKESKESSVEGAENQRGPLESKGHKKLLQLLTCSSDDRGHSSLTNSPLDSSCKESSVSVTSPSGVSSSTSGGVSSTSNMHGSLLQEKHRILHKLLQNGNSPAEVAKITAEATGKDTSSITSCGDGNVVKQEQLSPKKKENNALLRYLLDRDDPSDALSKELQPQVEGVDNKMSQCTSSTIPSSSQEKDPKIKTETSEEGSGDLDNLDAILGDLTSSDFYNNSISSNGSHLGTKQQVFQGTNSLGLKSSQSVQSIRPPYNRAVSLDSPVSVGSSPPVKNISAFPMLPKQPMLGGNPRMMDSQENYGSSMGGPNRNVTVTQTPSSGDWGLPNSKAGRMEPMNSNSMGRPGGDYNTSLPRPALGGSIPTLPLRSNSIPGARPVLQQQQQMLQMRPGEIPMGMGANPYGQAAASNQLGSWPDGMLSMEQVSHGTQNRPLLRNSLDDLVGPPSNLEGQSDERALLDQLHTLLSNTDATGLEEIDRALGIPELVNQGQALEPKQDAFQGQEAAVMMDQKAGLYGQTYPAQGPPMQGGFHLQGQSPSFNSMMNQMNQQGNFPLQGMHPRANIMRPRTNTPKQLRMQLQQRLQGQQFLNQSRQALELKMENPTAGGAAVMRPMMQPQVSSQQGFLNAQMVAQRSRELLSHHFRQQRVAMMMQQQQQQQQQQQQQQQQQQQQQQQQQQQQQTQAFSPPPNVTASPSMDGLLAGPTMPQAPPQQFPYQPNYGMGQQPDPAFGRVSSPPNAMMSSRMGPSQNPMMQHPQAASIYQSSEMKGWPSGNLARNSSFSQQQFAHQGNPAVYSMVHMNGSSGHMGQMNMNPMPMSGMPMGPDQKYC
TRAIL sens C8 = caspase-8 TRAIL sensitization | NB7+C8 cells + TRAIL, ATPlite viability luminescence | inhibition (viability loss, TRAIL sensitization), % at 10 µM | hit rate 1% among 360,000 | AID 624354;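 active = compounds causing at least 50% loss of cell viability in the single-dose screen, relative to plate controls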
TWEAK-Fn14 inh = TWEAK-Fn14 signaling inhibition; hit rate 2% among 360,000; AID 1159606; inhibition, % at 10 µM; TWEAK-stimulated Fn14 reporter cells, luciferase luminescence, 8 h; in the data active = inhibition above about 50%
TROY NFkB inh = TROY signaling inhibition. Q293 LMP1-TROYcd NF-kB luciferase reporter, 4 h. inhibition, % at 10 µM. hit rate 0.98% among 360,000. AID 1347056;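 active = compounds whose plate-normalised and pattern-corrected inhibition of the luciferase reporter signal at the single screening dose is 50% or more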
NR5A2 inv ag = inverse agonists of human LRH-1 (NR5A2); O00482; HEK293T StAR-luciferase reporter, LRH-1 transfected, 24 h; inhibition, % at 3.6 µM; hit rate 0.13% among 360,000; AID 602396;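 active = inhibition above the mean inhibition of all tested compounds plus 3 SD, cut at about 73% in these data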;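 note: 0% = DMSO wells and 100% = reporter-only cells lacking LRH-1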
Shn3 inh set2 = reduces Shn3 3'UTR luciferase signal in osteoblasts; Clone20 osteoblast Shn3 3'UTR firefly luciferase, 24 h; inhibition, % at 12.5 µM; hit rate 0.52% among 360,000; AID 588674;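 active = mean inhibition of at least 75% with every replicate also reaching 75%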;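 note: 0% = median of neutral control wells and 100% = pilot-screen positive control compound; some compounds past the cut are filed as inactive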
CF NFkB block = blocks PAF-induced NF-kB reporter in cystic fibrosis cells. inhibition, % at 5 µM. AID 588850. KKLEB NF-kB-GFP reporter, GFP fluorescence overnight. hit rate 0.86% among 360,000;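 active = at least 50% inhibition at 5 µM, scaled per plate between neutral and stimulator controls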;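 note: PAF is a Pseudomonas aeruginosa culture filtrate used as stimulus; plate controls were PAF-stimulated DMSO wells for no effect and unstimulated DMSO wells for full effect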
COUP-TFII inh = NR2F2 (human) inhibition, primary screen; P24468; HEK293T NGFI-A luciferase reporter, luminescence; inhibition, % at 8.6 µM; hit rate 0.7% among 370,000;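 active = inhibition above a per-plate cutoff, mean inhibition of test wells between control levels plus 3 SD, cut at about 38% in these data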;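 note: cells cotransfected with COUP-TFII expression vector driving the NGFI-A reporter; 0% = median of COUP-TF2 test wells and 100% = reporter-only cells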
The depositor's hits bear a star; / = not tested or not shown. A portion of the library, so the mix of outcomes need not match the whole.

No.	SMILES	KKLEB cytotox	LMP1 NFkB inh	SRC1 inh	NCOA3 inh	TRAIL sens C8	TWEAK-Fn14 inh
1	O=C(CNC(=O)c1ccc(Br)cc1)NCC(=O)OCC(=O)c1ccccc1	-2	3	-9	9	-7	-10
2	Cc1nnc(SC(C)C(=O)NC2CCCCC2C)n1N (stereo not given)	-22	8	8	4	-4	-7
3	Cc1ccc(-c2cc(C(=O)NNC(=O)c3csc(N4CCOCC4)n3)c3ccccc3n2)cc1	-17	4	-13	14	24	-34
4	O=C(NCCO)C1COc2ccccc2O1 (stereo not given)	3	7	11	21	-2	-10
5	CC1=NN(c2ccccc2)C(=O)C1C=Nc1ccc(N(C)C)cc1 (stereo not given)	2	-19	-6	6	21	14
6	NS(=O)(=O)c1ccc(CCNc2ccn3nc(-c4cccc(C(F)(F)F)c4)cc3n2)cc1	-17	/	-8	-12	9	80*
7	COc1ccc(NC2CCCN(C(=O)c3ccc4[nH]c(C)c(C)c4c3)C2)cc1 (stereo not given)	8	-8	-14	-8	-10	-16
8	COC(=O)C1=C(C)Nc2nnnn2C1c1ccccc1Cl (stereo not given)	-1	-1	1	-4	1	15
9	Cc1ccc(-n2c(P(C)(=O)O)nc3ccccc32)cc1	17	-2	-4	-12	-9	-9
10	CC(C)(C)c1ccc(CSc2nnc(-c3ccccn3)n2Cc2ccco2)cc1	-2	-3	-14	8	15	3
11	CCOc1ccc(C(=O)Nc2nnc(SCC(=O)NCC3CCCO3)s2)cc1 (stereo not given)	-36	61*	-104	-35	92*	69*
12	O=C(Nc1ccc(Cl)cc1)Nc1nnc(SCc2ccccc2)s1	-4	1	-2	-7	3	-40
13	CC(C(=O)NCCCc1ccccc1)n1cccc1C(=O)c1ccccc1 (stereo not given)	1	1	3	-4	-8	1
14	COc1ccc(O)c(/C=N/NC(=O)CCC(=O)Nc2ccc(C)cc2)c1	9	7	17	22	9	-2
15	COc1cccc(-c2nn(-c3ccccc3)cc2CN(C)Cc2ccon2)c1	0	-38	-14	-7	-4	9

No.	TROY NFkB inh	NR5A2 inv ag	Shn3 inh set2	CF NFkB block	COUP-TFII inh
1	0	-7	-15	-10	-15
2	-18	17	0	7	4
3	-15	-10	5	-2	-1
4	-15	15	8	12	9
5	4	14	0	-20	-1
6	66*	8	20	6	-11
7	-3	10	-1	-3	-10
8	-2	5	12	-2	13
9	-5	-20	-10	-10	1
10	-5	2	-9	-4	19
11	36	-96	7	15	-31
12	-42	-62	-13	29	-17
13	6	-3	0	-9	10
14	14	24	84	-19	2
15	24	-12	-24	-16	7

Next entries follow.
No.	SMILES	KKLEB cytotox	LMP1 NFkB inh	SRC1 inh	NCOA3 inh	TRAIL sens C8	TWEAK-Fn14 inh
16	O=C(NNC(=S)NCc1ccccc1)c1ccc(Br)cc1	-2	10	7	-10	-5	-1
17	CC(NC(=O)c1ccccc1)C(=O)OCC(=O)c1ccc(Br)cc1 (stereo not given)	13	-3	8	-3	-10	13
18	O=C(c1ccc(COc2ccc3ccccc3c2)o1)N1N=C(C(F)F)CC1(O)C(F)F (stereo not given)	-5	3	-10	-4	-25	-13
19	C#CCOCCOCCOCCNc1nc(N2CCN(C(=O)[C@H](CCC(=O)O)n3cc([C@@H](N)[C@H](C)CC)nn3)CC2)nc(N2CCN(C(=O)[C@H](CCC(=O)O)n3cc([C@@H](N)CCSC)nn3)CC2)n1	8	-9	-20	6	-9	4
20	COc1ccc(Cl)cc1NC(=O)C1CCN(C(=O)Nc2ccccc2)CC1	-17	-8	-3	28	0	-1
21	Cc1cc(-c2nnc(SCc3ccccn3)o2)no1	5	-6	-48	-15	-3	-11
22	COC(=O)c1cccc(N(CC(=O)NC2CCCCC2)C(=O)CNC(=O)c2cccs2)c1	2	-5	-8	-13	7	-14
23	O=C(CSc1nnc(-c2cccnc2)o1)N1CCCCC1	-3	5	0	-3	4	2
24	NC(=O)c1cc2ccccc2o/c1=N/NC(=O)c1cccs1	2	-6	-17	-8	-4	-27
25	Cc1ccccc1N1CCN(Cc2nc(Cc3ccccc3)no2)CC1	-4	-9	2	15	15	3
26	COC(=O)CN(C)C(=O)CC1C(=O)NCCN1CC(C)(C)C (stereo not given)	-3	-1	6	16	-5	13
27	Cc1ccc(-c2csc(/C(C#N)=C/Nc3ccc4c(c3)OCCO4)n2)cc1	-66*	0	-18	12	-3	-14
28	Cc1nn(C)cc1C1C2=C(CC(C)(C)CC2=O)N(c2ccccc2)C2=C1C(=O)CC(C)(C)C2	0	2	-19	13	-12	7
29	COc1ccc(C(=O)Nc2ccccc2N2CCN(C(=O)c3ccccc3)CC2)cc1Br	-3	3	3	-8	24	0
30	CCN(C(=O)c1cn(C)c(=O)c2cc(OC)c(OC)cc12)c1cc(OC)ccc1OC	10	10	-30	-1	5	-4

No.	TROY NFkB inh	NR5A2 inv ag	Shn3 inh set2	CF NFkB block	COUP-TFII inh
16	-13	-18	-14	1	-4
17	3	-10	4	-14	22
18	24	-28	-9	0	/
19	-1	10	6	9	0
20	-14	9	0	-1	0
21	-26	-16	-14	-14	-25
22	-7	4	-6	-21	0
23	12	-9	-9	13	11
24	-31	10	-18	-22	-2
25	0	-1	25	-2	-5
26	-18	10	-3	11	-4
27	34	1	3	68*	0
28	-16	22	6	2	-8
29	16	25	-2	20	24
30	-4	13	-17	6	-9

Molecules above that contain a furan ring, fused or not:
No.	SMILES	KKLEB cytotox	LMP1 NFkB inh	SRC1 inh	NCOA3 inh	TRAIL sens C8	TWEAK-Fn14 inh
10	CC(C)(C)c1ccc(CSc2nnc(-c3ccccn3)n2Cc2ccco2)cc1	-2	-3	-14	8	15	3
18	O=C(c1ccc(COc2ccc3ccccc3c2)o1)N1N=C(C(F)F)CC1(O)C(F)F (stereo not given)	-5	3	-10	-4	-25	-13

No.	TROY NFkB inh	NR5A2 inv ag	Shn3 inh set2	CF NFkB block	COUP-TFII inh
10	-5	2	-9	-4	19
18	24	-28	-9	0	/

Additional compounds follow:
No.	SMILES	KKLEB cytotox	LMP1 NFkB inh	SRC1 inh	NCOA3 inh	TRAIL sens C8	TWEAK-Fn14 inh
31	COC(=O)CSc1nc(N2CCOCC2)c2c(c1C#N)CC(C)(C)N(C)C2	-3	-7	-2	-39	-10	21
32	CCOC(=O)CNC(=O)c1cc(OC)cc(OC)c1	-6	2	-21	2	-6	5
33	CC(C)NC(=O)Cn1c(SCC(=O)c2ccc(F)cc2)nc2ccccc21	-2	4	2	4	18	-11
34	NS(=O)(=O)c1cccc(NC(=O)c2ccno2)c1	18	-3	-12	-2	-2	-2
35	CCOC(=O)N1CCC(NC(=O)CCC(=O)N2CC(C)Oc3ccccc32)CC1 (stereo not given)	5	-1	-5	-3	-8	5
36	Cc1ccn2cc(-c3cc4ccccc4oc3=O)nc2c1	-1	25	-66	-77	38	66*
37	O=C(CNC(=O)c1ccc2c(c1)OCCO2)N/N=C/c1ccc(O)cc1O	1	0	-13	6	-3	-14
38	Cc1ccc(/C=c2\sc3n(c2=O)CN(c2cccc(Br)c2)CN=3)o1	2	4	-8	-4	2	-1
39	COc1ccc(S(=O)(=O)Nc2nnc(Cc3ccc(OC)c(OC)c3)s2)cc1	0	-3	-6	14	0	-9
40	CC(=O)c1cccc(NC(=O)Nc2cnn(Cc3ccc(Cl)cc3Cl)c2)c1	4	5	3	-5	-15	1
41	O=S(=O)(c1cccs1)N1CN(C2CCCCC2)c2nc3ccccc3nc21	-7	-11	5	11	-7	-6
42	O=C(NNC(=O)c1ccccc1Cl)c1cc2cc(OC(F)(F)F)ccc2[nH]1	10	9	-36	-1	16	1
43	Cc1ccc(S(=O)(=O)/N=C(/Nc2c(C)n(C)n(-c3ccccc3)c2=O)c2ccc(Cl)cc2)cc1	0	9	6	-1	-14	1
44	O=C(Nc1c2c(nn1-c1cccc(Cl)c1)CS(=O)(=O)C2)C1CC1	-14	-2	14	12	-10	-1
45	COc1ccccc1CC(=O)NCc1csc(-c2cccs2)n1	6	/	-59	-13	1	3

No.	TROY NFkB inh	NR5A2 inv ag	Shn3 inh set2	CF NFkB block	COUP-TFII inh
31	11	-9	12	4	-11
32	18	11	-1	-7	22
33	-1	16	3	6	10
34	-5	-7	-7	3	-11
35	-3	16	14	-4	7
36	0	-156	30	-18	-52
37	-53	5	-10	-18	4
38	2	-26	16	8	-15
39	9	3	-28	4	2
40	43	9	-8	7	4
41	11	0	9	9	-17
42	-7	15	17	-21	-3
43	-6	7	16	4	-5
44	4	8	22	16	11
45	-66	-87	-1	-9	-25

5 of the compounds above, in transposed form.
6: NS(=O)(=O)c1ccc(CCNc2ccn3nc(-c4cccc(C(F)(F)F)c4)cc3n2)cc1
15: COc1cccc(-c2nn(-c3ccccc3)cc2CN(C)Cc2ccon2)c1
10: CC(C)(C)c1ccc(CSc2nnc(-c3ccccn3)n2Cc2ccco2)cc1
4: O=C(NCCO)C1COc2ccccc2O1 (stereo not given)
11: CCOc1ccc(C(=O)Nc2nnc(SCC(=O)NCC3CCCO3)s2)cc1 (stereo not given)

Assay by compound	6	15	10	4	11
KKLEB cytotox	-17	0	-2	3	-36
LMP1 NFkB inh	/	-38	-3	7	61*
SRC1 inh	-8	-14	-14	11	-104
NCOA3 inh	-12	-7	8	21	-35
TRAIL sens C8	9	-4	15	-2	92*
TWEAK-Fn14 inh	80*	9	3	-10	69*
TROY NFkB inh	66*	24	-5	-15	36
NR5A2 inv ag	8	-12	2	15	-96
Shn3 inh set2	20	-24	-9	8	7
CF NFkB block	6	-16	-4	12	15
COUP-TFII inh	-11	7	19	9	-31

Going on with the list:
No.	SMILES	KKLEB cytotox	LMP1 NFkB inh	SRC1 inh	NCOA3 inh	TRAIL sens C8	TWEAK-Fn14 inh
46	O=c1c(C(c2ccc(Cl)cc2)c2c(O)nc3n(c2=O)CCS3)c(O)nc2n1CCS2	5	1	-1	12	-11	0
47	CC(=O)Nc1ccc(/C=N/NC(=O)c2cc3ccccc3nc2C)cc1	-8	-6	7	10	1	9
48	Cc1cc(Cl)ccc1OCC(=O)NC(=S)Nc1ccc(Cl)cn1	0	-4	-25	-12	-16	-26
49	CC(=O)C1=C(O)C(=O)N(c2ccc(S(N)(=O)=O)cc2)C1c1cccc([N+](=O)[O-])c1 (stereo not given)	6	-2	-6	-23	-15	-10
50	NC(=O)CSCc1ccc(Br)cc1	-5	-5	-6	5	-5	14
51	CC(=O)c1c(C)nc2ccc([N+](=O)[O-])cc2c1-c1ccccc1	-10	8	8	-2	1	-9
52	C/C(CCc1ccc2c(c1)OCO2)=N\NC(=O)c1ccc(C)cc1C	-26	-3	-8	-6	-1	5
53	Cc1ccc(C(=O)NN2C(=O)C3C4C=CC(C5CC45)C3C2=O)cc1 (stereo not given)	-18	-5	6	-4	1	5

No.	TROY NFkB inh	NR5A2 inv ag	Shn3 inh set2	CF NFkB block	COUP-TFII inh
46	-7	4	-3	-18	-25
47	-1	2	-4	16	-10
48	-20	-5	-10	-6	-6
49	17	12	-2	-14	13
50	12	2	-7	8	-1
51	20	12	16	18	12
52	-3	-48	-16	23	-44
53	-18	6	-6	1	10
